Screens as filed in PubChem.
All columns: NCI-60 one-dose screen, growth in % after 48 h at 10 µM unless noted; 100 = growth as untreated, 0 = no growth, -100 = all killed.
HCC-2998: HCC-2998 colon cancer. AID 1794799. 4.7% of 79,000 active
HCT-116: HCT-116 colon cancer. 7.3% of 82,000 active. AID 1794798
SNB-75: SNB-75 CNS cancer | 5% of 79,000 active | AID 1794750
HCT-15: HCT-15 colon cancer | 5.2% of 82,000 active
COLO 205: COLO 205 colon cancer | 7.3% of 79,000 active
A498: A498 renal cancer cells; 5.4% of 76,000 active
SW-620: SW-620 colon cancer; 5.2% of 82,000 active
HT29: HT29 colon cancer. 7.4% of 81,000 active
KM12: KM12 colon cancer cells; 5% of 82,000 active
An asterisk follows results filed as active; . = no result given; & = joins results of further samples. How the source made its calls: active means growth percent below 10; inactive means the rest.

item	mol	HCC-2998	HCT-116	SNB-75	HCT-15	COLO 205	A498	SW-620	HT29	KM12
1	N#Cc1c(-c2ccco2)nc(SCC(O)CN2CCOCC2)nc1N1CCOCC1 (configuration not stated)	88	96	71	119	118	100	107	95	108
2	CCS(=O)(=O)Oc1ccc2c3c(c(=O)oc2c1)CCCCC3	105	86	91	91	96	76	96	57	103
3	CCCCCCCCn1ccc2cc(NC(=O)CN3CCN(c4nc(C)cc(N5CCC(C)CC5)n4)CC3)ccc21	112	56	100	72	87	126	84	32	86
4	N#C/C(=C\c1ccccc1)C(=O)Nc1cc(-c2ccccc2)nn1-c1ccccc1	106	92	71	94	122	81	103	118	104
5	CC1=CN2C(=NC3=C(CCCC/C3=C\c3ccc(Br)cc3)C2c2ccc(Br)cc2)S1 (configuration not stated)	106	99	80	93	116	82	103	91	102
6	COc1ccc2cc(-c3ccc(C(=O)N/N=C/c4ccc(C#N)cc4)c(C)n3)ccc2c1	100	77	97	105	111	120	104	98	108
7	FC(F)(F)c1nn[nH]n1	98	108	102	105	122	102	112	100	100
8	O=c1oc2ccc3ccccc3c2cc1-c1ccn[nH]1	103	81	79	90	120	118	85	95	92
9	CN[C@@H](CCCNC(N)=NC/C=C(/C)CCC=C(C)C)C(=O)N(C)[C@@H](CCCNC(N)=NCC=C(C)C)C(=O)N[C@H](C)[C@H](OS(=O)(=O)O)c1ccc(OS(=O)(=O)O)c(COS(=O)(=O)O)c1	105	101	99	113	108	87	108	86	100
10	Cc1nc(N)sc1-c1csc(Nc2ccccc2Cl)n1	105	101	75	83	113	75	97	97	91
11	Fc1cnc(Nc2ccc(OCCN3CCCC3)cc2)nc1NCc1ccco1	96	53	25	80	.	75	72	40	18
12	CC(c1ccccc1)n1c(=O)c2cc3c(=O)n(C(C)c4ccccc4)c(=O)c3cc2c1=O (configuration not stated)	109	108	111	101	108	109	104	106	105
13	COc1ccc(NC(=O)Cn2c(=O)c3ccccc3c(=O)n2-c2ccccc2)cc1	99	84	77	84	100	51	103	82	87
14	Cc1nn(-c2ccc(Cl)cc2)c2nc3c(nc12)C(=O)CC(C)(C)C3	91	92	75	84	115	80	95	91	90
15	NC(=S)Nc1ccc(Cl)cc1Cl	94	88	68	89	107	92	110	93	103
16	O=C(O)c1cn(C2CC2)c2cc(N3CCN(C(=O)c4ccccc4)CC3)c(F)cc2c1=O	103	105	87	96	106	73	108	96	101
17	CCOC(=O)c1c(NC(=S)Nc2ccc([N+](=O)[O-])cc2)sc2c1CCCCC2	97	70	87	67	105	50	99	105	72
18	COc1cc(/C=C/C(=O)N2CCCC2)cc2c1OCO2	103	100	81	97	111	102	99	104	104
19	N#C/C(=C/c1ccc(Cl)cc1)c1nc(-c2cc3cc(Br)ccc3o2)cs1	102	93	80	103	128	103	107	105	111
20	COc1cc(CNC(=O)/C=C/C=C/c2ccc3c(c2)OCO3)ccc1OCc1cn(-c2ccc(Cl)cc2)nn1	98	74	89	83	82	96	81	77	84
21	O=C(/C=C/c1ccc(Cl)cc1)n1nnnc1-c1ccccc1	101	104	104	98	105	98	100	98	102
22	O=c1[nH]c(CSc2nnc3ccccn23)nc2cc(Cl)ccc12	129	104	99	113	105	106	98	101	107
23	CC(=O)O[C@H]1CO[C@@H]2C(Oc3ccnc(NC4CCN(S(=O)(=O)c5ccc(C)cc5)CC4)n3)CO[C@H]12 (some centres not stated)	102	96	81	97	116	91	103	106	108
24	NC(N)=N/N=C(\c1ccccc1)c1ccccn1	98	96	98	112	106	111	105	110	97
25	CCNc1nc(S(=O)(=O)CC)nc2ccccc12	115	92	.	92	114	113	106	96	95
26	OC(CBr)c1ccc(Br)c2ccccc12 (configuration not stated)	103	94	70	90	108	83	93	108	98
27	C=CCN1C(=O)[C@@]2(Oc3ccccc3[C@H]3CC(c4ccc(Br)cc4)=NN32)c2ccccc21	64	72	34	51	101	132	82	77	41
28	CCCCCc1cc[n+](CC(=O)c2ccccc2)cc1	105&105	92&95	93	103&99	101&87	86&87	104&97	105&100	104&102
29	CCCCC(O)C(F)(Cl)Cl (configuration not stated)	106	102	91	110	99	115	109	102	106
30	N#CC1=C(N)Oc2cc(O)ccc2C1c1ccc(Cl)cc1 (configuration not stated)	95	95	97	91	102	94	95	94	94
31	Nc1c(N)c(Cl)c(Cl)c(Cl)c1Cl	108	105	99	90	96	101	97	105	93
32	O=C(Cn1cc(CN2CCN(c3ccnc4cc(Cl)ccc34)CC2)nn1)Nc1ccccc1F	112	105	86	96	104	.	102	101	111
33	CC(=O)c1cccc(NC(=O)c2ccc(C(=O)Nc3cccc(C(C)=O)c3)cc2)c1	125	111	88	96	124	117	113	98	120
34	COc1ccc2nc(Nc3cccc(NC(=O)c4ccc(CN5CCCN(C)CC5)c(C(F)(F)F)c4)c3)ccc2c1	-63*	-47*	-35*	-65*	-32*	-53*	.	-70*	-48*
35	O=C1CN(C2CCCCC2)c2ccc(O)cc2N1	97	105	101	114	116	107	112	117	101
36	Nc1nc(N)c2c(n1)NC(c1ccccc1)C1CCc3ccccc3C1=N2 (configuration not stated)	65	26	55	39	28	43	59	28	39
37	c1ccc2c(c1)NC1(CCSc3ccccc31)n1nccc1-2 (configuration not stated)	91	89	81	100	120	.	104	98	102
38	COc1ccc2oc(=O)c(-c3nn(-c4ccccc4)cc3-c3nn[nH]n3)cc2c1	121	91	86	102	117	94	107	105	102
39	CCCCCCCCn1ccc2cc(NC(=O)CN3CCN(c4nc(C)cc(Cl)n4)CC3)ccc21	103	82	87	77	100	109	90	65	92
40	Cc1ccc2nc(Cl)c(Cn3nnnc3SCc3ccccc3)cc2c1	111	89	93	91	110	74	96	101	101
41	O=S1(=O)CC(O)C1	116	105	83	98	115	105	107	119	112
42	Nc1nc(Cl)c2ncn(Cc3cc4c(cc3I)OCO4)c2n1	76	17	74	25	21	62	18	9.6*	9.5*
43	CC(C)(C=O)CCC#N	99	96	88	96	106	101	104	100	116
44	O=[N+]([O-])c1ccc(Oc2nc(Nc3ccc(O[C@H]4CO[C@H]5[C@@H]4OC[C@@H]5O)c(Cl)c3)ncc2F)c(Cl)c1	69	25	-2.1*	26	33	-2.1*	36	25	11
45	N#CC(Cc1ccccc1)C(N)=O (configuration not stated)	114	105	97	100	111	123	111	99	102
46	C=CCN1C(=O)CN(Cc2ccc(C(=O)NO)cc2)C(=O)C1Cc1ccccc1 (configuration not stated)	91	100	81	101	.	93	102	101	95
47	O=C1CCC(=O)N1CCO	101	98	94	99	109	123	105	.	106
48	Cc1ccc(C(=O)/C=C/c2ccc(Oc3ccc(Br)cc3)cc2)cc1	98	95	95	90	106	75	95	98	97
49	O=C(CSc1nc2sc3c(c2c(=O)n1-c1ccc(Cl)cc1)CCCC3)NN1C(=O)c2ccccc2C1=O	99	109	100	96	123	83	113	118	105
50	NC(N)=Nc1nc2ccccc2[nH]1	108	106	94	102	107	98	107	94	107
51	CC(C)(C(N)=O)N1CCN(c2ccccc2Cl)CC1	101	94	.	103	106	94	104	103	102
52	Cc1ccc(C)c2c1sc1nc(Oc3ccc(Cl)cc3)c(C#N)c(=N)n12	99	94	91	102	111	84	102	117	94
53	N#Cc1c(N)nc2c(nnn2-c2ccc(F)cc2)c1N	103	98	91	105	106	110	103	96	93
54	COc1ccc(OC)c(/C=C/c2nc(SCc3ccccc3)n(-c3ccccc3)n2)c1	106	99	87	100	108	.	110	113	111
55	CC1(C)CC[C@]2(C(=O)NCc3cn(-c4ccc(F)cc4)nn3)CC[C@]3(C)C(=CC[C@@H]4[C@@]5(C)Cc6c([nH]c7ccccc67)C(C)(C)[C@@H]5CC[C@]43C)[C@@H]2C1	96	82	65	86	100	119	88	99	99
56	O=C1C(Cl)=C(NCc2ccccc2)C(=O)c2ccccc21	93	83	84	96	92	81	66	99	89
57	Cn1cc(NC(=O)c2cc(NC(=O)c3ccc(/C=C/c4ccccc4)cc3)cn2C)cc1C(=O)NCCCN1CCOCC1	-80*	-90*	.	7.6*	-79*	91	-34*	-89*	-46*
58	COC(=O)c1cc(-c2cccs2)c(C#N)c(N)c1C#N	106	96	83	101	109	104	102	106	108
59	Cc1ccc(/C=C/C(=O)c2cccc(NC(=O)CSc3nc4ccccc4c(=O)n3-c3ccccc3)c2)cc1	108	39	72	88	108	103	87	105	93
60	CCC(CC)COC(=O)c1ccccc1Cl	105	106	98	110	.	86	106	114	108

6 records drawn at random from those above, as already listed:
item	mol	HCC-2998	HCT-116	SNB-75	HCT-15	COLO 205	A498	SW-620	HT29	KM12
5	CC1=CN2C(=NC3=C(CCCC/C3=C\c3ccc(Br)cc3)C2c2ccc(Br)cc2)S1 (configuration not stated)	106	99	80	93	116	82	103	91	102
9	CN[C@@H](CCCNC(N)=NC/C=C(/C)CCC=C(C)C)C(=O)N(C)[C@@H](CCCNC(N)=NCC=C(C)C)C(=O)N[C@H](C)[C@H](OS(=O)(=O)O)c1ccc(OS(=O)(=O)O)c(COS(=O)(=O)O)c1	105	101	99	113	108	87	108	86	100
47	O=C1CCC(=O)N1CCO	101	98	94	99	109	123	105	.	106
15	NC(=S)Nc1ccc(Cl)cc1Cl	94	88	68	89	107	92	110	93	103
49	O=C(CSc1nc2sc3c(c2c(=O)n1-c1ccc(Cl)cc1)CCCC3)NN1C(=O)c2ccccc2C1=O	99	109	100	96	123	83	113	118	105
60	CCC(CC)COC(=O)c1ccccc1Cl	105	106	98	110	.	86	106	114	108

(listing goes on)
item	mol	HCC-2998	HCT-116	SNB-75	HCT-15	COLO 205	A498	SW-620	HT29	KM12
61	CCOC(=O)c1c[nH]c2c(Cl)c3nnn(OCC)c3cc2c1=O	98	113	111	109	102	134	105	114	102
62	Oc1c(Cl)c(Cl)c2ncccc2c1Cl	.	107	107	106	108	99	105	113	109
63	Oc1ccc(Nc2ncnc3c2sc2ncccc23)cc1	69	27	41	51	36	9.0*	44	43	51
64	COc1ccc2c(c1)O/C(=C/c1ccc(OCC(=O)Nc3ccc(S(=O)(=O)N=C(N)N)cc3)cc1)C2=O	107	99	113	106	119	96	109	106	102
65	CN1CCN(c2ccc(Nc3nc(NCCNS(=O)(=O)c4cccc(F)c4)c4sccc4n3)cc2)CC1	97	88	79	82	104	101	97	92	102
66	Fc1ccc(Nc2ncnc3ccc(-c4cnc5[nH]ccc5c4)cc23)cc1Cl	34	-36*	-65*	31	11	77	4.4*	.	23
67	Cc1ccc(-c2csc(N/N=C/c3cccs3)n2)cc1	115	70	82	59	115	116	108	99	91
68	N=C(N)SC1c2ccccc2-c2ccc([N+](=O)[O-])cc21 (configuration not stated)	98	88	87	91	106	75	97	98	101
69	Cc1c(O)cccc1[N+](=O)[O-]	103	99	73	100	122	85	98	109	103
70	O=C(N/N=C/c1ccc([N+](=O)[O-])cc1)c1ccc(Br)o1	107	99	105	95	116	116	104	106	126
71	CCn1c(=O)c(C(=O)NCCCO)c(O)c2ccccc21	139	104	97	103	110	109	106	109	120
72	N#CC1(c2ccccc2)CCCC1(C#N)c1ccccc1 (configuration not stated)	114	95	80	96	112	104	106	97	98
73	Cc1cccc(NC(=O)[C@@H]2c3ccccc3C(=O)N(c3ccc(O)cc3)[C@H]2c2ccc(O)cc2)n1	115	94	89	110	114	103	93	104	81
74	COc1ccc(OC)c(NC2=C(SCCc3ccccc3)C(=O)c3ccccc3C2=O)c1	102	72	78	64	96	.	94	106	77
